HP1b binding inh: HTS for Inhibitors of HP1-beta Chromodomain Interactions with Methylated Histone Tails | hit rate 0.56% among 390,000 | AlphaScreen HP1-beta / biotin-H3K9me3 peptide binding | AID 540317, 2011 | Potency, µM (highest dose often 114 µM), without a hit: top-dose activity change, negative = inhibition, usual class: inhibitors | Chromobox protein homolog 1 (Homo sapiens), P83916; also: nearly all actives have a fitted effect of over 70% in size; inactives centre near 23
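Compound inhibition of the preformed complex between 50 nM HP1-beta and 50 nM biotinylated H3K9me3 peptide was read by AlphaScreen. Buffer was PBS pH 7.4 with 0.01% Tween-20. Incubations ran 30 min at room temperature, with 10 ug/mL donor/acceptor beads.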
GLS inh: qHTS for Inhibitors of Glutaminase (GLS). Glutaminase kidney isoform, mitochondrial (Homo sapiens), O94925. GLS enzymatic activity, qHTS titration. Potency, µM (highest dose often 45.5 µM), without a hit: top-dose activity change, negative = inhibition, actives largely listed as inhibitors. hit rate 0.21% among 410,000. AID 624170, 2012; also: % is scaled to controls: 0 for no effect and ±100 for the full control effect
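Enzyme dispensed in phosphate buffer (45 mM, pH 8.2, 0.02% Tween-20), compounds pinned in, then 1 mM L-glutamine solution and the glutamate oxidase–HRP–Amplex Red mix added; fluorescence read immediately and again after 30 min at room temperature.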
JMJD2A Tudor inh: qHTS Assay for Inhibitors of JMJD2A-Tudor Domain; AID 504339, 2011; Potency, µM (series often up to 114 µM), inactives show at the highest dose activity change, negative = inhibition, actives largely listed as inhibitors; AlphaScreen JMJD2A-Tudor / H3K4me3 peptide binding; hit rate 4.4% among 390,000; also: % is scaled to controls: 0 for no effect and ±100 for the full control effect; nearly all actives have a fitted effect of over 50% in size
ALOX12 inh: Primary qHTS assay for inhibitors of human arachidonate 12S-lipoxygenase (ALOX12): Round 2; purified 12hLO, xylenol orange hydroperoxide absorbance; Potency, µM (titrated, usually from 108 µM), for inactives: top-dose activity change, negative = inhibition, usual class: inhibitors; hit rate 1.1% among 580,000; AID 1671190, 2021; also: % is scaled to controls: 0 for no effect and ±100 for the full control effect
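Purified human 12hLO at 150 nM in 25 mM Hepes, 0.01% Triton X-100, pH 7.0, preincubated 15 min at room temperature with compound. Reaction started with 40 uM arachidonic acid, 30 min at room temperature. Hydroperoxide measured by Fe-xylenol orange, 573/405 nm absorbance ratio.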
Tb PGK inh: qHTS Assay to Find Inhibitors of Phosphoglycerate Kinase | hit rate 0.043% among 380,000 | PGK/GAPDH coupled, Kinase-Glo luminescence, 60 min | Potency, µM (series often up to 57.5 µM), for inactives: at the top dose activity change, negative = inhibition, actives largely listed as inhibitors | Phosphoglycerate kinase, glycosomal (Trypanosoma brucei brucei), P07378; also: % is scaled to controls: 0 for no effect and ±100 for the full control effect; nearly all actives have a fitted effect of over 60% in size
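Recombinant glycosomal PGK reaction used 1,3-bisphosphoglycerate generated in-well by GAPDH (100nM final) in 100mM TEA pH 7.6, 5mM MgCl2, 0.01% Tween-20. After 60 minutes at room temperature, ATP was read by Kinase-Glo Plus luminescence end-point.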
rTrxR1 inhibitor: qHTS Assay for Inhibitors of Mammalian Selenoprotein Thioredoxin Reductase 1 (TrxR1): qHTS; recombinant rTrxR1, NADPH fluorescence consumption, selenite substrate; Potency, µM (top dose mostly 114 µM), for the others: at the highest dose activity change, negative = inhibition, hits mostly inhibitors; hit rate 1% among 390,000; AID 588453, 2011; also: % is scaled to controls: 0 for no effect and ±100 for the full control effect; nearly all actives have a fitted effect of over 65% in size
Target sequence (O89049 whole entry, looked up): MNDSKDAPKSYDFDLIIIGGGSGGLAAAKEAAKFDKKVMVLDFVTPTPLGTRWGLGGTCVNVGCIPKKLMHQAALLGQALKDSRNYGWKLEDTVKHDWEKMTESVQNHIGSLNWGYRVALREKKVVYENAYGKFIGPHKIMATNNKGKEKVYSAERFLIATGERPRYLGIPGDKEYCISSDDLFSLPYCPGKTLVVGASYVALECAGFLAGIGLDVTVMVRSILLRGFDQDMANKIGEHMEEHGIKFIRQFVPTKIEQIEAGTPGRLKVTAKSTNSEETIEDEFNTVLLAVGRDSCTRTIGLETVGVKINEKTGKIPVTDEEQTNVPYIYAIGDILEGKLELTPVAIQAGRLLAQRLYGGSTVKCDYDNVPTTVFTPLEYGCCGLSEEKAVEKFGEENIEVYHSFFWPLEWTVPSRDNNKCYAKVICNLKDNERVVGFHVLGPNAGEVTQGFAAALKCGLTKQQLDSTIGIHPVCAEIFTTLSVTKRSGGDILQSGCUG
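Rat TrxR1 (90 nM in the dispensed reagent) was pre-reduced with 400 uM NADPH for 5 min at room temperature, then incubated with compound for 15 min. After 400 uM selenite was added, NADPH fluorescence (Ex 340/Em 450 nm) was followed for 8 min.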
RGS4 inh: Inhibitors of Regulator of G Protein Signaling (RGS) 4: qHTS | Regulator of G-protein signaling 4 (Homo sapiens), P49798 | Transcreener GDP fluorescence polarization, RGS4-accelerated GTP hydrolysis | Potency, µM (highest dose often 114 µM), without a hit: at the highest dose activity change, negative = inhibition, usual class: inhibitors | hit rate 0.039% among 390,000 | AID 504845, 2011; also: % is scaled to controls: 0 for no effect and ±100 for the full control effect; nearly all actives have a fitted effect of over 75% in size; some results filed as inactive show a strong effect at the top dose
Target sequence (P49798 whole entry, looked up): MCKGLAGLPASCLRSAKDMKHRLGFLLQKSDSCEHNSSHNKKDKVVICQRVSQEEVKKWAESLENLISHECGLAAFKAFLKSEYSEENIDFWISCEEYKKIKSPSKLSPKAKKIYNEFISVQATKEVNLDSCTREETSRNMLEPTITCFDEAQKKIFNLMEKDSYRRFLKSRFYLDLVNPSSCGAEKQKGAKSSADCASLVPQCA
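MLSMR compounds (23 nl, pin-transferred) preincubated 10 min at room temperature with a 500nM (2x) first reagent, then RGS4 at 900nM (2x) plus Transcreener GDP mix added; fluorescence polarization (620/688 nm) read before and after 90 min at 30 °C.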
Pin1 inhibitor: qHTS Assay to Find Inhibitors of Pin1 | Peptidyl-prolyl cis-trans isomerase NIMA-interacting 1 (Homo sapiens), Q13526 | Pin1 FP peptide displacement, HiFluor488, 10 min | Potency, µM (series often up to 115 µM), for inactives: top-dose activity, negative = inhibition, actives largely listed as inhibitors | hit rate 0.009% among 390,000 | AID 504891, 2011; active = well fitted inhibition curve with a large enough effect in the polarisation, with a control signal flat, not every such curve was filed as active; inconclusive = small, poorly fitted or top-dose-only effect, or effect the other way, or a change in a side signal; inactive = no such curve, though single readings can be large or run the other way; the % refers to the polarisation; also: % is scaled to controls: 0 for no effect and ±100 for the full control effect
Target sequence (Q13526 whole entry, looked up): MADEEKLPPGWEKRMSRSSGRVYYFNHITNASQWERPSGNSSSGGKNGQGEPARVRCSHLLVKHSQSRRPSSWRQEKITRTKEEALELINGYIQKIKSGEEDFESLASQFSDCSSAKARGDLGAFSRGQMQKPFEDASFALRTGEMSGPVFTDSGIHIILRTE
ERG Ets-DNA blk: qHTS for Small Molecule Inhibitors of the ERG Ets/DNA interaction; fluorescence polarization, His-ERG Ets domain / labelled DNA; AID 624246, 2012; Potency, µM (top dose mostly 76.9 µM), for the others: at the top dose FP activity, negative = inhibition, most hits filed as inhibitors; hit rate 0.028% among 370,000; Transcriptional regulator ERG (Homo sapiens), P11308; active = well fitted inhibition curve with a large enough effect in the polarisation, with a control signal flat; inconclusive = small, poorly fitted or top-dose-only effect, or effect the other way, or a change in a side signal; inactive = no such curve, though single readings can be large or run the other way; the % refers to the polarisation;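 also: polarization taken with two DNA probes labelled with fluorescein and Texas red; % of control where 0% means no effect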
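His-tagged ERG Ets domain (1 uM in the protein solution; 300mM KCl, 50mM Tris-HCl, 1mM EDTA, 1mM DTT, pH 7.5) received compound, then a probe mix of 5 nM fluorescein-DNA and 100nM Texas-615-DNA. Fluorescence polarization was read for both dyes.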
The depositor's hits bear a star; i = inactive; u = inconclusive; x = not tested or not shown; & = joins results of further samples; [ ] = remark or other dose. Unless noted, calls follow the shape of the dose curve; as a rule, active = well fitted curve in the direction sought with a large enough effect; inconclusive = small, poorly fitted or top-dose-only effect, or another doubt; inactive = no such curve, though single readings can be large; an effect the other way counts as inactive or inconclusive. Potency is read from the fitted curve at half-maximal effect. A portion of the library (hit frequency here may not be typical).

HP1b binding inh,GLS inh,JMJD2A Tudor inh,ALOX12 inh,Tb PGK inh,rTrxR1 inhibitor,RGS4 inh,Pin1 inhibitor,ERG Ets-DNA blk,structure
30%,10%,-5%,2%,7%,-8%,-7%,0%,x,Cc1ccc(S(=O)(=O)N(CCC(=O)O)c2ccccc2)cc1
9%,14%,-20%,-7%,-2%,4%[57.1 µM],16%,0%,-7%,CCCn1c(SCC(=O)N2CC(=O)Nc3ccccc32)nc2ccccc21
26%,-11%,-26%,-23%,-8%,-23%,-18%,1%,-1%,O=C(CC(c1ccco1)C1CCCCC1=O)c1ccco1 (centres undefined)
-1%,1%,-20%,-5%,i,8%[57.1 µM],-25%,5%,2%,CCC(C)NC(=O)c1ccccc1NC(=O)/C(=C/c1ccc(OC)cc1)c1ccccc1 (centres undefined)
12%,-6%,-21%,13%,-1%,9%[57.1 µM],15%,-1%,-2%,CCc1cccc(Oc2nn[nH]n2)c1
7%,1%,-12%,-9%,0%,-6%,13%,-3%,-9%,Cn1cnc2c(N3CCCCC3)nccc21
24%,-28%,-3%,-24%,-9%,10%[57.1 µM],14%,-1%,-6%,O=C(O)CCn1c(=O)[nH]c(=O)n(CCC(=O)O)c1=O
u,-9%,-35%,u,-11%,-16%[57.1 µM],-10%,-2%,12%,Cc1ccc(NC(=O)/C=C/c2ccco2)cc1F
16%,6%,-20%,11%,-4%,4%[57.1 µM],9%,-1%,2%,Cc1ccc(NC(=O)Cn2c(=O)oc3ccccc32)cc1
23%,-7%,3%,7%,8%,20%,-12%,-6%,-5%,COc1ccc(C(=O)N2CCN(C(=O)c3ccncc3)CC2)cc1
-8%,-4%,-27%,-11%,i,11%,-17%,19%,-8%,COc1ccc(NC(=O)CSc2nc3ccccc3c(=O)n2CCCN2CCC(C)CC2)c(OC)c1
19%,-1%,11%,-8%,-6%,0%,6%,8%,3%,Cc1cccc(COc2ccc(/C=C3/C(=O)N(C)C(=S)N3C)cc2)c1
23%,-5%,-16%,18%,-3%,12%,18%,-2%,-10%,CC(Sc1nc2ccccc2c(=O)n1CC1CCCO1)C(=O)N(C)c1ccccc1 (centres undefined)
63%[activator],31%[activator],-9%,155%[activator],8%,3.2µM*,-49%,-1%,-4%,CCOC(=O)N1C(=O)[C@](CC)(c2ccccc2)N1C(=O)OCC
22%,-8%,-7%,u,-7%,10%[57.1 µM],4%,-1%,5%,CC1CC(C)(C)NC(=S)N1CCC(=O)NCc1ccc(Cl)cc1 (centres undefined)
21%,0%,-26%,-13%,-12%,-8%[57.1 µM],-2%,37%[activator],5%,CNC(=S)N1N=C(c2ccccc2)CC1c1ccccc1Cl (centres undefined)
19%,0%,-29%,-25%,6%,6%,-10%,0%,8%,COC(=O)[C@@]1(Cc2ccccc2)[C@H]2C(=O)N(C)C(=O)[C@H]2[C@H]2CN=C(SCc3ccc(C#N)cc3)N21
-6%,-1%,-10%[11.4 µM],5%,5%,-9%,-15%[11.4 µM],7%,-1%,Cn1c(=O)[nH]c(=O)c2c1nc(N1CCOCC1)n2CC(O)COc1ccc2ccccc2c1 (centres undefined)
-7%,9%,-28%,-16%,x,18%,-1%,6%,-1%,O=C1C2CC=C(Cl)CC2C(=O)N1CCc1c[nH]c2ccccc12 (centres undefined)
73%[activator],-12%,8%,u,i,57%[activator],-26%,1%,-7%,C=CCn1c(N)c(C(=O)OC(C)(C)C)c2nc3ccccc3nc21

Pulled one by one from the list above (4):
HP1b binding inh,GLS inh,JMJD2A Tudor inh,ALOX12 inh,Tb PGK inh,rTrxR1 inhibitor,RGS4 inh,Pin1 inhibitor,ERG Ets-DNA blk,structure
-1%,1%,-20%,-5%,i,8%[57.1 µM],-25%,5%,2%,CCC(C)NC(=O)c1ccccc1NC(=O)/C(=C/c1ccc(OC)cc1)c1ccccc1 (centres undefined)
9%,14%,-20%,-7%,-2%,4%[57.1 µM],16%,0%,-7%,CCCn1c(SCC(=O)N2CC(=O)Nc3ccccc32)nc2ccccc21
23%,-7%,3%,7%,8%,20%,-12%,-6%,-5%,COc1ccc(C(=O)N2CCN(C(=O)c3ccncc3)CC2)cc1
19%,0%,-29%,-25%,6%,6%,-10%,0%,8%,COC(=O)[C@@]1(Cc2ccccc2)[C@H]2C(=O)N(C)C(=O)[C@H]2[C@H]2CN=C(SCc3ccc(C#N)cc3)N21

Continuation:
HP1b binding inh,GLS inh,JMJD2A Tudor inh,ALOX12 inh,Tb PGK inh,rTrxR1 inhibitor,RGS4 inh,Pin1 inhibitor,ERG Ets-DNA blk,structure
14%&5%,0%&5%,u,-16%,-6%&-14%,18%&5%[57.1 µM],-7%[56.9 µM],-10%&-1%,1%&0%,COc1ccc(N2CCN(S(=O)(=O)c3ccc(-c4cnc(C5CC5)o4)cc3)CC2)cc1
42%[activator],2%,-5%,14%,i,6%,-16%,-12%,-7%,O=C(NCCc1ccccn1)c1ccc2nc(Cc3ccccc3F)oc2c1
45%[activator],-2%,-8%,-4%,-1%,-10%,-11%,2%,12%,COc1ccc(CN(CC2CCC(C(=O)O)CC2)C(=S)Nc2ccccc2OC)cc1 (centres undefined)
16%,-3%,-34%,-18%,-4%,u,-13%,-4%,-3%,Cc1cc(C(=O)NCc2ccco2)on1
27%,-4%,2%,-10%,23%,-7%[57.1 µM],-18%,4%,-1%,CC(=O)Nc1ccccc1Sc1ccccc1
0%,14%,u,-5%,-2%,-6%,-19%,17%,x,CC1CCc2c(sc(NC(=O)c3ccc(-c4ccccc4[N+](=O)[O-])o3)c2C#N)C1 (centres undefined)
15%,2%,-20%,-26%,-3%,0%[57.1 µM],-31%,-10%,-1%,COCCNC(=O)NC(=O)CN1C(=O)NC(Cc2c[nH]c3ccccc23)C1=O (centres undefined)
39%,17%,-7%,u,0%,115%[activator],18%,-2%,-3%,COc1ccc(-n2nc(C)cc2N)cc1
37%,8%,-16%,10%,-1%,-15%,22%,0%,1%,O=C1CN(c2nc(-c3cccnc3)nc3sc4c(c23)CCCC4)CCN1
4%[57 µM],-7%,-11%,0%,-7%,29%[57.1 µM],8%,-2%,5%,O=C(NCC(c1ccc2c(c1)OCO2)N1CCOCC1)c1c(F)cccc1F (centres undefined)
21%,-1%,-18%,-4%,1%,11%,-3%,31%[activator],7%,O=C(Cn1ncn2nc(-c3cccs3)cc2c1=O)NCc1ccccc1Cl
11%,7%,-18%,0%,6%,-2%,15%,5%,-4%,Cc1ccccc1Cn1cnc2c(NS(C)(=O)=O)c(C)c(C)cc21
50%[activator],1%,-4%,-15%,4%,u,-19%,1%,x,O=C(COc1cccc(F)c1)Oc1ccc(C(=O)c2ccccc2)cc1
61%[activator],-8%,-4%,-15%,-6%,19%[57.1 µM],-14%,6%,16%,COc1ccccc1CNC(=O)c1cc(-c2ccccc2)nn1Cc1cc(C)no1
146%[activator],-4%,146%[activator],-28%,i,22%,1%,-2%,14%,Cc1cc(C)nc(SCc2ccc(Br)cc2)n1
43%[activator],-10%,-8%,u,-6%,-7%,-12%,-6%,-3%,Cc1ccc(C(NC(=O)N2CC(C)OC(C)C2)C(Cl)Cl)cc1F (centres undefined)

Record cards (already shown).
C=CCn1c(N)c(C(=O)OC(C)(C)C)c2nc3ccccc3nc21 reads HP1b binding inh: 73%[activator]; GLS inh: -12%; JMJD2A Tudor inh: 8%; ALOX12 inh: u; Tb PGK inh: i; rTrxR1 inhibitor: 57%[activator]; RGS4 inh: -26%; Pin1 inhibitor: 1%; ERG Ets-DNA blk: -7%
Cc1ccc(C(NC(=O)N2CC(C)OC(C)C2)C(Cl)Cl)cc1F (centres undefined) reads HP1b binding inh: 43%[activator]; GLS inh: -10%; JMJD2A Tudor inh: -8%; ALOX12 inh: u; Tb PGK inh: -6%; rTrxR1 inhibitor: -7%; RGS4 inh: -12%; Pin1 inhibitor: -6%; ERG Ets-DNA blk: -3%
Cn1cnc2c(N3CCCCC3)nccc21 reads HP1b binding inh: 7%; GLS inh: 1%; JMJD2A Tudor inh: -12%; ALOX12 inh: -9%; Tb PGK inh: 0%; rTrxR1 inhibitor: -6%; RGS4 inh: 13%; Pin1 inhibitor: -3%; ERG Ets-DNA blk: -9%
